# S aureus QS inh – S. aureus quorum sensing inhibitors, primary screen, RNAIII-GFP reporter, flow cytometry; S. aureus RN6390 RNAIII-GFP reporter, AIP-induced, flow cytometry 3 h; inhibition, % at 2 µM; 0.3% of 24,000 active; AID 527, 2006;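 active = share of bacteria positive for the green fluorescent reporter and its mean brightness both inhibited by 50% or more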;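 note: 0% = AIP-stimulated control and 100% = unstimulated bacteria without AIP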
# S aureus QS inh GFP MFI % – second read-out of S aureus QS inh, no call of its own (marks repeat the call); inhibition, %; measured here: inhibition of GFP MFI
# Numbers without * were called inactive. The list is partial; count on the stated rates, not on these rows.
SMILES,S aureus QS inh,S aureus QS inh GFP MFI %
CCOC(=O)c1c(C)oc(/N=C/c2ccccc2O)c1C#N,-10.1,-18.2
Cc1ccc2[nH]cc(C(=O)CN3CCC4(CC3)OCCO4)c2c1,-0.8,0.9
CCc1nc(C)c(C#N)c2cc(OC)c(OC)cc12,-1.3,-12.3
CC(C)C1N=C2c3ccccc3N=C(SCC(=O)NCCc3ccc(S(N)(=O)=O)cc3)N2C1=O (stereo unspecified),-1.3,4.9
O=C(c1cc2ccccn2n1)N1CCN(Cc2ccccc2)CC1,1.5,4.1
CC1CCCCC1NC(=O)c1cn(C)c2ccc(S(=O)(=O)N3CCCC3)cc2c1=O (stereo unspecified),0.2,16.5
CN(C(=O)COc1cc(=O)n(C)c2ccccc12)c1ccc(Br)cc1,-1.9,-10.4
CCOc1ccc(CCN2C(=O)C3C4C=CC(C4)C3C2=O)cc1OCC (stereo unspecified),-1.1,-16.4
COc1cc(SC)ccc1C(=O)Nc1ccccc1C#N,1.6,7.7
CCOc1ccc(NC(=O)CN2CCN(CC(=O)c3ccc(OC)c(OC)c3)CC2)cc1,-3.5,-8.5

# Some of the entries so far, bar-delimited.
compound | S aureus QS inh | S aureus QS inh GFP MFI %
CC(C)C1N=C2c3ccccc3N=C(SCC(=O)NCCc3ccc(S(N)(=O)=O)cc3)N2C1=O (stereo unspecified) | -1.3 | 4.9
O=C(c1cc2ccccn2n1)N1CCN(Cc2ccccc2)CC1 | 1.5 | 4.1
CC1CCCCC1NC(=O)c1cn(C)c2ccc(S(=O)(=O)N3CCCC3)cc2c1=O (stereo unspecified) | 0.2 | 16.5
CN(C(=O)COc1cc(=O)n(C)c2ccccc12)c1ccc(Br)cc1 | -1.9 | -10.4

# Next structures
SMILES,S aureus QS inh,S aureus QS inh GFP MFI %
CC(C)OCCCn1c(=S)[nH]c2ccc(N3CCOCC3)cc2c1=O,-13.4,-34.0
CC(C(=O)Nc1cccnc1)N1C(=O)C2C3C=CC(C3)C2C1=O (stereo unspecified),-2.7,-52.1
CCOC(=O)C1CCN(C(=O)CN(Cc2ccccc2)S(C)(=O)=O)CC1,0.1,2.1
CC(NC(=O)CN1C(=O)COc2ccccc21)c1ccccc1 (stereo unspecified),1.7,12.8
COc1cccc(C(=O)CSc2nnc(COc3cccc4cccnc34)o2)c1,-1.8,-3.6
CCOC(=O)N1CCN(c2c(N3CCc4ccccc4C3)c(=O)c2=O)CC1,-0.3,-41.1
CC1CCN(CCCNC(=O)COc2cc(=O)n(C)c3ccccc23)CC1,-1.0,9.4
COC(C)(C)c1cc(C(C)(C)C)nc(N)n1,-0.8,5.0
COc1ccccc1CC(=O)NCc1ccc2c(c1)OCO2,-0.9,-4.7
COc1ccc(N2CCN(C(=O)CCCOc3cc(=O)n(C)c4ccccc34)CC2)cc1,-9.8,-12.0
Cc1ccc2[nH]c(=O)c(CN(Cc3ccc4c(c3)OCO4)Cc3nnnn3Cc3ccco3)cc2c1,-2.8,-20.0
CCN1C(=O)CSc2ccc(C(=O)NC3CCCCC3)cc21,-3.7,-6.9
CCOc1ncccc1C(=O)Nc1ccc(Cl)cc1,-1.9,1.7
Cn1c(/C(C#N)=C/Nc2ccccn2)nc2ccccc21,-0.2,-11.8
COc1ccc(CNC(=O)c2cc(-c3ccccc3OC)on2)cc1,0.7,7.8
COc1cc(OC)c(C#N)c(S(=O)Cc2ccccc2)c1 (stereo unspecified),6.6,12.3
O=C1c2ccccc2C(=O)N1c1cccc(-c2nc3ccccc3o2)c1,-0.5,2.6
CCN(CC)S(=O)(=O)c1ccc(NC2c3ccccc3C(=O)N2Cc2ccc3c(c2)OCO3)cc1 (stereo unspecified),-1.4,-4.3
COC(=O)CN1C(=O)C(O)(CC(=O)c2ccc(C)cc2)c2cc(Br)ccc21 (stereo unspecified),4.4,9.7
CCN(CC(=O)NC1CCS(=O)(=O)C1)C(=O)C(c1ccccc1)c1ccccc1 (stereo unspecified),-6.7,-12.6
COc1cc(NC(=O)c2csc3c2CCCC3)ncn1,-2.0,2.6
CCN1CCN(C(=O)c2cc3c(-c4ccc(Cl)cc4)nn(C)c3s2)CC1,-2.1,-9.6
Cc1ccc2cc(CN(Cc3ccc(F)cc3)Cc3nnnn3C3CCCC3)c(=O)[nH]c2c1,27.9,40.5
CS(=O)(=O)N1CCN(c2ccccc2NC(=O)c2ccc(-c3ccc(Cl)cc3Cl)o2)CC1,7.8,15.3
COc1ccc(S(=O)(=O)NCC(c2cccnc2)N2CCN(c3ccc(F)cc3)CC2)cc1C (stereo unspecified),-2.5,-6.3
CCOc1ccccc1N1C(=O)CC(Sc2ncccc2C(=O)O)C1=O (stereo unspecified),0.8,-0.3
CCOc1ccccc1N1CCN(c2nc(N)c(C#N)c(CC#N)c2C#N)CC1,0.5,-14.3
CCN(CCNC(=O)C1CCCN(Cc2nc(-c3ccc(OC)cc3)oc2C)C1)c1ccccc1 (stereo unspecified),21.3,43.5
O=C1CS/C(=N\C(=O)N2c3ccccc3Sc3ccccc32)N1,87.3*,88.8*
COc1ccc(-c2nc(CS(=O)(=O)CC(=O)NCCc3cc(OC)ccc3OC)c(C)o2)cc1,0.4,2.2
c1ccc2c(-c3nc(C4CCCCC4)no3)cc(-c3ccncc3)nc2c1,7.0,10.7
Cc1nc(N(C)C)c2sc(=S)n(C)c2n1,-1.1,6.1
COc1ccccc1N1CCN(c2nc(-c3ccccc3)cc(C(F)(F)F)n2)CC1,0.2,-66.2
COc1ccc(-c2cn3cccnc3n2)cc1NC(=O)C1CC1,-3.0,-10.7
O=C(NCc1cccs1)c1cnc2ccccn2c1=O,-1.5,-15.9
Nc1nc2n(n1)C(c1cccc(Br)c1)CC(c1ccccc1)N2 (stereo unspecified),-0.5,-0.7
COc1ccc(-n2ncc3c(N4CCN(c5cccc(C)c5C)CC4)ncnc32)cc1,-1.2,-1.8
Cc1cccc2nc(Cn3c(=O)n(CCCC(=O)NCc4ccco4)c(=O)c4ccccc43)cc(=O)n12,-5.3,-19.3
COc1ccc(C2(CNC(C)=O)CCOCC2)cc1OC,0.8,5.4
O=C(CSc1nc2c(c(=O)n1-c1ccc(Cl)cc1)SCC2)N1CCCC1,-1.0,-0.3
COc1ccc(CCNC(=O)c2cc(-c3ccccc3OC)on2)cc1OC,-3.5,-14.2
CCOc1ccc(NC(=O)NC2CCOC(C)(C)C2)cc1 (stereo unspecified),0.9,14.8
CCCn1c(=N)n(CCOc2ccc(OC)cc2)c2ccccc21,0.0,26.6
COc1ccc(-c2nc(CS(=O)CC(=O)NCC3CCCO3)c(C)o2)cc1 (stereo unspecified),-9.2,-20.3
O=C(Nc1cccc(F)c1)c1cc(S(=O)(=O)N2CCC(C(=O)O)CC2)ccc1F,-1.1,-5.1
COc1ccc(Br)cc1CNC(=O)C1CCCN(c2nc3ccccc3o2)C1 (stereo unspecified),2.2,9.3
CCOC(=O)CSc1nc2ccccc2c(=O)n1CC1CCC(C(=O)NCc2ccco2)CC1 (stereo unspecified),-1.0,-17.5
N#Cc1ccc(CSc2nnc(-c3cccs3)n2-c2ccccc2)cc1,5.6,26.8
CCCCC[C@H](O)/C=C/[C@H]1C=CC(=O)[C@@H]1C/C=C\CCCC(=O)O,-1.2,-21.6
CCOc1cc(C2C(C(=O)c3ccccc3)=C(C(=O)OC)Nc3nnnn32)ccc1O (stereo unspecified),2.5,15.1

# (next part)
SMILES,S aureus QS inh,S aureus QS inh GFP MFI %
COc1ccccc1NC(=O)c1cnc2n(c1=O)CCS2,-2.0,10.1
CCS(=O)(=O)NCCc1cc2c(OC)ccc(OC)c2[nH]c1=O,-0.3,-2.1
O=C(CCc1nc(-c2ccccc2F)no1)NC1CCCCCC1,6.8,21.8
CCC(=O)N1Cc2ccccc2-c2ccccc2C1=O,22.1,62.8
CCC(C(=O)NC(C)CCc1ccccc1)n1nc(C)n2c(cc3occc32)c1=O (stereo unspecified),1.0,0.1
O=C1CC(C2CCCO2)C(=O)N1Cc1ccccc1 (stereo unspecified),0.2,28.5
Cc1cccc(NC(=O)CCN2CCN(C/C=C/c3ccccc3)CC2)c1,1.9,17.4
COc1cccc(-n2nnc3c(=O)n(CC(=O)N4CCCCC4)cnc32)c1,-0.2,1.6
CCN1CCCC(NC(=O)c2scc3c2CCCC3)C1 (stereo unspecified),-4.1,-15.9
O=C(CSc1nnnn1-c1ccccc1)Nc1nc(-c2ccccc2)ns1,-2.0,-2.6

# Next section (6 carried over from the part before).
SMILES,S aureus QS inh,S aureus QS inh GFP MFI %
CCC(C(=O)NC(C)CCc1ccccc1)n1nc(C)n2c(cc3occc32)c1=O (stereo unspecified),1.0,0.1
O=C1CC(C2CCCO2)C(=O)N1Cc1ccccc1 (stereo unspecified),0.2,28.5
Cc1cccc(NC(=O)CCN2CCN(C/C=C/c3ccccc3)CC2)c1,1.9,17.4
COc1cccc(-n2nnc3c(=O)n(CC(=O)N4CCCCC4)cnc32)c1,-0.2,1.6
CCN1CCCC(NC(=O)c2scc3c2CCCC3)C1 (stereo unspecified),-4.1,-15.9
O=C(CSc1nnnn1-c1ccccc1)Nc1nc(-c2ccccc2)ns1,-2.0,-2.6
Cn1c(=O)c2c(nc(SCC(=O)Nc3ccccc3)n2C)n(C)c1=O,11.2,36.6
COCCCNC(=O)C1CCN(C(=O)c2cc3sccc3n2Cc2ccc(F)cc2)CC1,-7.1,-25.6
COc1ccc(NC(=O)CCOc2ccccc2)c(OC)c1,0.5,7.7
CCN(CC)c1cc(C)c2cc(NC(=O)CNC(C)=O)ccc2n1,-3.7,-58.7
COc1ccc(N(C)S(=O)(=O)c2ccc3c(c2)CCC(=O)N3)cc1,2.4,55.1
COc1ccc(OC)c(NC(=O)CSc2nc3ccccc3c(=O)n2CCNC(C)=O)c1,-2.9,-11.6
COCCNC(=O)CSc1nc2cc(OC)c(OC)cc2c(=O)n1Cc1ccc(OC)cc1,-10.2,-23.9
CCCCOc1ccc(NC2=NC3(CCCCC3)N=C(N)N2)cc1,-2.8,-11.3
Cc1oc(-c2ccc(Cl)cc2)nc1CN1CCCC(C(=O)NCCCN2CCCC2=O)C1 (stereo unspecified),-0.2,1.0
O=C1CC(=C2c3ccccc3-c3ccccc32)C(=O)N1CCN1CCN(c2ccccc2)CC1,-0.1,-4.3
CCCCCCC(=O)c1c(C)[nH]c(C(=O)OCC)c1C,-0.4,5.5
CC(=O)C1=C(C)OC(N)=C(C#N)C1c1ccncc1 (stereo unspecified),-0.1,8.3
N#CC1=C(N)N(c2ccccc2)C2=C(C(=O)CCC2)C1c1ccsc1 (stereo unspecified),-2.7,-8.2
CCCCCC1CC(CC(=O)O)C(=O)O1 (stereo unspecified),-1.8,-81.3
O=C(CCn1c(=O)oc2ccccc21)N1CCc2ccccc21,4.3,0.3
Cc1cccc(NS(=O)(=O)c2cc(C(=O)OCC(=O)Nc3cc(C)on3)ccc2C)c1,-2.5,-7.5
Cc1cc(C(=O)O)c(=O)[nH]c1C,-1.6,0.1
Cc1ccc(CS(=O)(=O)CCC(=O)NCc2ccc3c(c2)OCO3)cc1,0.4,0.9
COc1ccc2cc(CN(Cc3ccco3)C(c3nnnn3C3CCCCC3)C(C)C)c(=O)[nH]c2c1 (stereo unspecified),-1.4,-4.3
COc1ccccc1NC(=O)c1ccc(NS(=O)(=O)c2c(C)noc2C)cc1,0.8,9.9

# 2 entries from above, field by field.
Structure: N#CC1=C(N)N(c2ccccc2)C2=C(C(=O)CCC2)C1c1ccsc1 (stereo unspecified)
  S aureus QS inh: -2.7
  S aureus QS inh GFP MFI %: -8.2
Structure: CCCCCC1CC(CC(=O)O)C(=O)O1 (stereo unspecified)
  S aureus QS inh: -1.8
  S aureus QS inh GFP MFI %: -81.3

# Further results follow.
SMILES,S aureus QS inh,S aureus QS inh GFP MFI %
CCCCNC(=O)CCCn1c(=S)[nH]c2cc3c(cc2c1=O)OCO3,4.7,13.4
CCCCNC(=O)c1cc(-c2ccc(OC)c(OC)c2)on1,5.7,22.1
O=C(NC1CCCCC1)C(c1ccccc1)N1CCC2(CC1)OCCO2 (stereo unspecified),-4.7,-49.7
O=C(Nc1nccs1)c1ccc(Cl)c(S(=O)(=O)N2CCCCC2)c1,0.2,1.2
O=C(CN1CCN(c2ccccn2)CC1)Nc1ccc(OCc2ccccc2)cc1,-4.4,-11.9
Cc1cc(C)n(CC(=O)O)n1,0.0,5.7
O=C(NC1CC1)c1ccc(CSCc2cccc(F)c2)o1,1.0,3.6
Cc1cc(-c2nsc(=O)o2)c(S(C)(=O)=O)s1,-2.5,-14.7
C=CCn1c(N)c(C(=O)NCCC2=CCCCC2)sc1=S,-3.0,-6.9
COCCNC(=O)c1cc(-c2cccc(OC)c2)on1,1.5,18.1
Cc1cccc(N2CCN(C(=O)c3ccc(CS(=O)(=O)c4ccccc4C)o3)CC2C)c1 (stereo unspecified),-4.2,-7.6
CC(=O)OC1c2ccccc2C(=O)N1Cc1ccccc1Cl (stereo unspecified),-1.8,-3.6
CC(=O)N1CCc2cc(S(=O)(=O)NCCCOC(C)C)ccc21,-9.0,-14.6
COc1ccccc1NC(=O)CCn1c(=O)sc2ccccc21,-2.4,-5.3
CN(C)c1oc(-c2ccccc2Cl)nc1C#N,0.3,-0.2
COc1ccc(NC(=O)C(c2ccc(OC)cc2)N(C)C(=O)c2cnccn2)cc1 (stereo unspecified),5.4,30.2
COc1ccc(S(=O)(=O)Cc2ccc(C(=O)NCc3ccc(F)cc3)o2)cc1,-5.9,-19.4
COCCn1c(CN2CCN(c3cccc(Cl)c3)CC2)nc2c1c(=O)n(C)c(=O)n2C,-0.5,-5.3
COc1ccc(Cl)cc1-n1c(=S)sc2c(=O)[nH]c(SCC(=O)NCC3CCCO3)nc21 (stereo unspecified),6.2,12.1
O=C(CC1CCCCC1)OCn1nnc2ccccc2c1=O,-5.7,-22.6
CCOc1ccccc1Oc1coc2cc(O)ccc2c1=O,-2.3,-13.1
CC[C@H]1OC(=O)C[C@@H](O)[C@H](C)[C@@H](O[C@@H]2O[C@H](C)C[C@H](N(C)C)[C@H]2O)[C@@H](CC=O)C[C@@H](C)C(=O)C=C[C@]2(C)O[C@H]2[C@@H]1C,51.2*,72.4*
Cn1nc(-c2ccc(Cl)cc2)c2cc(C(=O)N3CCCC3)sc21,35.1,39.4

# Bioassay records as filed in PubChem.
